# From PubChem BioAssay
# Cneo AK release = Cryptococcus neoformans lysis via adenylate kinase release. C. neoformans lysis, adenylate kinase release luminescence, 4 h; normalised: neutral wells 0, clomiphene wells 100. lysis activity, % at 15 µM. 0.2% of 360,000 active;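 active = mean lysis activity across replicates of at least 80%, whatever share of replicates individually reach that level; inactive = mean lysis activity below 80%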
#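 read-out = cell lysis signal | test system = log-phase Cryptococcus neoformans yeast cells | input = cells at 5 × 10^6 per mL | medium = fresh YPD growth medium | signal = luminescent adenylate kinase detection reagent | timing = 4 h at 37 °C static, read 1 h later | dosing = single dose | controls = Clomiphene as positive lysis control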
# C2C12 statin = suppressors of simvastatin-induced myotoxicity in C2C12 myotubes. ATP luminescence, 48 h; scaled: DMSO 0, geranylgeraniol control 100. rescue of ATP level, % at 7.49 µM. 0.78% of 330,000 active;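 active = mean ATP rescue above about 67%, or every replicate alone reaching that limit, limit read from the data, passing the limit was not always enough; inconclusive = no clear call, values can overlap the other calls; inactive = mean under the limit and some replicate under it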;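 also: myotubes were challenged with 10 µM simvastatin during compound exposure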
# INS-1E GSIS act = primary screen for activators of insulin secretion dependent on glucose, INS-1E cells, GLuc reporter luminescence. INS-1E GLuc reporter insulin secretion, 2-3 h. activation, % at 16.6 µM. 0.61% of 370,000 active;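 active = lowest replicate activation of at least 40%, so every replicate reaches that level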;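 also: 0% = median of neutral control wells and 100% = median of IBMX positive control wells; some compounds called inactive have numbers as strong as hits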
# PGC1a acetyl inh = modulators of PGC1a acetylation; U2OS PGC1a acetylation, AlphaScreen anti-acetyl-lysine; with virally co-expressed GCN5 acetyltransferase; inhibition, % at 15.6 µM; 0.17% of 350,000 active; AID 651687;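 active = every replicate shows inhibition of at least 40%; inconclusive = mean inhibition at least 40% but some replicate below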;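 also: 0% = neutral control wells and 100% = positive control wells; some results beyond the cut were filed as inactive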
# LGR2 antag = blocks bursicon-induced cAMP signaling via Drosophila LGR2; HEK293 LGR2, CRE-luciferase, bursicon-stimulated, 4 h; inhibition, % at 9.99 µM; 0.35% of 380,000 active; AID 720647;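 active = drop in luminescence signal, shown as inhibition above about 50% in the replicate tests, limit read from the data, passing the limit was not always enough; inconclusive = probably only some replicates passing the limit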;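 also: agonist challenge used bursicon conditioned medium at about half maximal strength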
# ARNT-TACC3 inh = disrupts binding between human ARNT and TACC3; inhibition, % at 9.99 µM; AlphaScreen His-ARNT PAS-B/GST-TACC3 binding, luminescence; TACC3 fragment carries E629A point mutation; Q9Y6A5; 0.66% of 390,000 active;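 active = mean inhibition of replicates at least 50% and at least half of replicates each reaching 50%; inconclusive = half or more replicates reach 50% but mean below 50%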;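 also: 0% = complete ARNT plus TACC3 wells and 100% = ARNT alone without TACC3; many hits fall short of the cut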
# PAX8 reporter = lowers PAX8-driven luciferase in RMG-I cells. inhibition, % at 12.6 µM. 1.2% of 360,000 active. AID 652154. RMG-I TPO-luciferase reporter, SteadyGlo, 24 h;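 active = mean replicate inhibition at least 60% with every replicate also reaching 60%; inconclusive = only one of the two criteria is met; inactive = mean below 60% and not all replicates reaching 60%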;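 also: luciferase light reporting Pax8 driven TPO promoter activity; plate controls were median of neutral control wells for no effect and mitoxantrone controls for full effect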
# PglD DTNB = blocks C. jejuni PglD acetyltransferase activity | purified PglD enzyme, DTNB colorimetric CoA detection | inhibition, % at 12.5 µM | 0.098% of 360,000 active; in the data active = inhibition above about 16%, passing the limit was not always enough; inconclusive = no clear call, values can overlap the other calls; also: strong numbers were not always called active
# Starred values were filed as active, the others as inactive; ? = inconclusive; / = not tested or not shown. Compounds were not picked by outcome; any-hit rate near 2.9%.
SMILES,Cneo AK release,C2C12 statin,INS-1E GSIS act,PGC1a acetyl inh,LGR2 antag,ARNT-TACC3 inh,PAX8 reporter,PglD DTNB
O=S(=O)(NCCc1ccc2c(c1)OCCO2)c1cccs1,1,-4,/,-5,/,1,/,-3
COc1cccc(C(C(=O)NC(C)(C)C)N(Cc2ccco2)C(=O)CCC(=O)Nc2cc(C)on2)c1OC (stereo unspecified),/,/,-6,-15,/,-3,0,/
COC(=O)c1ccc(NC(=O)Cn2nc(C(=O)Nc3ccc(C)cc3)ccc2=O)cc1,0,6,-4,-4,9,5,6,3
O=C(O)c1ccc2c(c1)C(=O)N(CCc1c[nH]c3ccccc13)C2=O,0,5,-4,24,-68,10,-22,7
O=C(NCCc1c[nH]c2ccccc12)c1cccc(Br)c1,5,-5,-10,2,-3,7,0,1
COc1ccc2oc(C(=O)OCC(=O)Nc3ccc(NC(C)=O)cc3)c(C)c2c1,-2,-12,-11,/,-13,6,-13,-1
Nc1cccc(P(=O)(c2ccccc2)c2ccccc2)c1,/,7,2,0,0,-15,2,/
O=C(NC1CCCCC1)C(c1ccnc2ccccc12)N1CCc2ccccc2C1 (stereo unspecified),0,8,0,9,-29,/,12,-2
CCCS(=O)(=O)N1CCCC(C(=O)NC2CCCC(C)C2C)C1 (stereo unspecified),1,-2,/,/,/,5,/,9
CN(C)S(=O)(=O)c1ccc(N2CCCC2)c(C(=O)Nc2nc(-c3cc(F)ccc3F)cs2)c1,3,-34,11,-10,-1,1,7,-2
C[C@H](CO)N1C[C@H](C)[C@H](CN(C)C(=O)C2CC2)Oc2ncc(C#Cc3ccccc3)cc2C1=O,-1,0,3,15,14,-16,/,4
CC1=CCC2C(=O)N(c3ccc(Br)cc3C)C(=O)C2C1 (stereo unspecified),-2,/,/,6,/,-5,/,6
CC1CCc2sc(C(=O)N(C)CC(=O)Nc3cccc(F)c3)cc2C1 (stereo unspecified),16,-5,-44,/,-36,-8,0,-1
COCC(=O)N1CC2(C1)[C@H](c1ccc(-c3ccc(F)cc3)cc1)[C@@H](CO)N2C(=O)C1CC1,/,/,-5,9,3,/,5,/
O=C(Nc1ccccc1F)N1CC(=O)N2[C@H](CO)[C@H](c3ccc(C#CC4CCCC4)cc3)[C@@H]2C1,/,/,-26,1,-17,/,-6,/
CCOC(=O)c1[nH]c(C)c(C(=O)NC2CCCCCC2)c1C,-2,-17,/,/,/,-5,/,11
Cn1ccnc1C(=O)c1ccc(N)cc1,5,-1,1,-3,19,7,-9,-1
O=C(OCCCN=C1NS(=O)(=O)c2ccccc21)C1CC(=O)N(c2ccc(Cl)cc2)C1 (stereo unspecified),-1,1,/,-6,/,-2,/,0
CCCNC(=O)Nc1ccc2c(c1)C(=O)N(C)[C@@H]1CC[C@H](CC(=O)O)O[C@H]1CO2,-5,4,2,4,9,-32,-8,2
COc1ccc([N+](=O)[O-])cc1NC(=O)c1cn(-c2ccc(Cl)cc2)c(=O)c2ccccc12,-1,-1,-4,/,-14,-6,8,-2

# Overlap with the part before: 2 entries; new compounds follow.
SMILES,Cneo AK release,C2C12 statin,INS-1E GSIS act,PGC1a acetyl inh,LGR2 antag,ARNT-TACC3 inh,PAX8 reporter,PglD DTNB
CCCNC(=O)Nc1ccc2c(c1)C(=O)N(C)[C@@H]1CC[C@H](CC(=O)O)O[C@H]1CO2,-5,4,2,4,9,-32,-8,2
COc1ccc([N+](=O)[O-])cc1NC(=O)c1cn(-c2ccc(Cl)cc2)c(=O)c2ccccc12,-1,-1,-4,/,-14,-6,8,-2
COc1cc(NS(=O)(=O)c2ccc(NC(=O)/C=C/c3ccc([N+](=O)[O-])cc3)cc2)ncn1,/,/,-13,/,-1,5,-6,/
Cc1ccc(NC(=O)CCn2cnc3cc(C)c(C)cc32)cc1,0,15,-5,13,-3,-4,/,4
Cc1ccc(C(=O)OCc2nnc(-c3ccc(Br)cc3)o2)cc1,0,7,-1,-19,-2,-6,-14,2
CCOC(=O)C1=CN(Cc2ccco2)S(=O)(=O)NC1c1cccc(OC)c1 (stereo unspecified),0,-3,5,9,8,3,-11,0
COc1ccc(-c2c(C)cc3oc(=O)cc(-c4ccccc4)c3c2C)cc1C=O,0,-14,17,7,-5,-1,-18,1
COc1ccc(CN(C)C[C@H]2Oc3c(NC(=O)NC(C)C)cccc3C(=O)N([C@@H](C)CO)C[C@H]2C)cc1,51,1,0,-5,-5,-11,-15,16*
Cc1cccc(N(C)S(=O)(=O)c2cccc3nsnc23)c1,-1,/,/,4,/,4,-6,1
C[C@@H]1CN([C@H](C)CO)C(=O)Cc2cc(NS(C)(=O)=O)ccc2O[C@H]1CN(C)Cc1ccc(Cl)c(Cl)c1,47,24,-6,4,-10,-7,2,-4
COc1ccc(S(=O)(=O)N(C)C[C@@H]2Oc3cc(C#CC4CC4)ccc3S(=O)(=O)N([C@H](C)CO)C[C@H]2C)cc1,0,-40,-1,-59,7,0,/,4
c1ccc2ncc(-n3cnnn3)cc2c1,0,-1,/,8,/,-7,6,3
C[C@H]1CN([C@@H](C)CO)C(=O)c2cccc(NS(=O)(=O)c3ccc(Cl)cc3)c2O[C@H]1CN(C)C(=O)Nc1ccc2c(c1)OCO2,0,-9,-16,3,-13,19,-1,-3
COCCOC(=O)C(C#N)c1nc2ccccc2nc1N1CCN(Cc2ccccc2)CC1 (stereo unspecified),9,/,/,4,/,24,/,-5
COc1ccc(S(=O)(=O)N2CCCCC2)cc1NC(=O)c1ccc([N+](=O)[O-])o1,4,52,15,-7,10,-4,15,1
C=CCn1c(SCC(=O)NCCOC)nc2scc(-c3ccco3)c2c1=O,-2,6,/,6,/,-2,/,1
CC1CCN(CCCNC(=O)c2ccc3c(=O)n(Cc4ccc(Cl)cc4)c(=S)[nH]c3c2)CC1,12,-5,-25,-3,-1,4,23,-5
Cc1ccccc1-c1ccc2c(c1)O[C@@H](CN(C)C(=O)c1ccccn1)[C@H](C)CN([C@@H](C)CO)S2(=O)=O,1,-48,-9,-11,11,12,-2,0
COc1ccc(NC(=O)CSc2nnc3n2CCCCC3)cc1S(=O)(=O)N(C)C,0,0,-9,1,12,/,17,-1
C[C@@H]1CN([C@@H](C)CO)C(=O)c2cc(C#CCN(C)C)cnc2O[C@@H]1CN(C)S(C)(=O)=O,0,-6,12,2,5,-15,/,-4
CCc1ccc(C=C2SC(=S)N(CCCC(=O)Nc3ccc(C(=O)O)cc3)C2=O)cc1,0,-17,6,8,-55,/,45,3
O=c1cc(O)c2sc(Nc3ccc(F)cc3)nc2[nH]1,/,/,4,/,-7,1,48,/
Clc1cnc(N/N=C/c2ccco2)c(Cl)c1,/,/,4,3,-60,-5,-210,1
Nn1c(SCC(=O)Nc2ccccc2F)nnc1-c1cccnc1,1,42,/,4,/,1,-9,1
CCOc1ccc(C(C)C)cc1S(=O)(=O)n1nc(C)cc1C,-6,?,/,-9,/,-9,/,3
COc1ccccc1-c1cc(NC=O)c2ncc(-c3ccc(S(C)(=O)=O)cc3)n2c1,5,2,/,/,-28,/,63*,2
CN1CCN(C2=Cc3ccccc3Sc3cc(F)c(F)cc32)CC1,5,-2,/,-10,/,16,6,5
COCCNC(=O)NC(=O)COC(=O)C12CC3CC(CC(NC(C)=O)(C3)C1)C2,-1,/,/,-7,/,-4,/,2
CCCn1c(N)c(N(CCOC)C(=O)c2ccc(-c3ccccc3)cc2)c(=O)[nH]c1=O,-1,6,-3,-2,4,1,-16,-1
COCC(=O)Nc1ccc2c(c1)OC[C@@H](C)N(CCc1ccccc1)C[C@H](C)[C@H](OC)CN(C)C2=O,0,5,-13,?,5,-4,-7,1
O=C(CN1CCCC1c1ccc2c(c1)OCCO2)NC(=O)Nc1ccccc1F (stereo unspecified),/,/,12,/,3,-5,-5,/
COc1ccc(NC2CCCN(C(=O)c3ccc(C(C)=O)cc3)C2)cc1 (stereo unspecified),4,/,26,/,-6,2,3,0
O=C(O)/C=C\C(=O)Nc1ccc(F)c(F)c1F,-3,-9,/,3,/,-2,32,-5
CN(C)S(=O)(=O)c1ccc(C(=O)Nc2nc(-c3cccs3)cs2)cc1,-1,-50,-10,44,-16,-4,20,1
Nc1nc(Nc2ccccc2)n[nH]1,-3,-7,1,/,1,-4,4,-1
C[C@@H]1CN([C@H](C)CO)C(=O)c2cccc(NS(=O)(=O)c3ccc(F)cc3)c2O[C@@H]1CN(C)Cc1ccccc1,39,-4,3,-7,-9,1,4,0
CC(/C=N/N1CCN(Cc2ccccc2)CC1)=C\c1ccccc1,/,/,-11,?,0,/,-25,/
O=C(C[C@H]1C[C@H]2c3cc(NC(=O)c4ccc5c(c4)OCO5)ccc3O[C@H]2[C@H](CO)O1)NCc1cc(F)ccc1F,-5,7,20,-13,1,1,-2,0
CCC(C)(C)NC(=O)C(c1cccc(OC)c1)N(C(=O)c1ccn[nH]1)c1cccc(OC)c1 (stereo unspecified),0,-11,/,1,/,-5,/,1
COc1ccccc1CNC(=O)C(c1ccccc1)c1ccccc1,-1,-11,1,/,-2,2,13,1
Clc1ccc2scc(CN3CCCCC3)c2c1,3,/,23,-7,-4,-3,4,5
CN(C)CC(=O)N1[C@H](C#N)[C@@H](c2ccccc2-c2cccc(C(=O)N(C)C)c2)[C@H]1CO,/,/,5,2,-11,/,-10,/
CCC(=O)N1C[C@H](C)[C@@H](OC)CN(C)C(=O)c2cc(NC(=O)c3ccccc3)ccc2OC[C@H]1C,8,0,28,-3,-5,16,/,-1
CN(Cc1ccccc1)Cc1nc2c(c(=O)n(C)c(=O)n2C)n1Cc1ccc(Cl)cc1,1,4,/,-4,/,-6,0,2
O=C(N/N=C/c1ccc(-c2ccc([N+](=O)[O-])cc2)o1)[C@H]1C[C@@H]1c1ccccc1,/,/,12,8,0,-1,-1,/
COc1ccccc1NC(=O)NC1CCCCCCC1,1,-1,-4,7,-8,-4,-17,4
N#Cc1c(-c2cccnc2)c2c([nH]c1=S)CCCC2,7,-2,/,-1,/,/,/,7
Cc1ccc(-c2nnc(SCC#N)n2N)cc1,1,-5,21,3,-5,-19,/,-5
CN1CCN(C(=O)C[C@H]2C=C[C@@H](NC(=O)c3ccc4c(c3)OCO4)[C@H](CO)O2)CC1,1,12,-17,5,-4,17,6,4
COc1ccc(CCNC(=O)c2c(O)c3ccccc3[nH]c2=O)cc1,3,3,7,/,22,-3,1,-3
C[C@H]1CN([C@@H](C)CO)C(=O)c2cc(NS(=O)(=O)c3ccc(Cl)cc3)ccc2O[C@H]1CN(C)S(=O)(=O)c1ccc(Cl)cc1,0,?,-11,-2,1,-2,-6,-2
C[C@H](CO)N1C[C@H](C)[C@@H](CN(C)C(=O)C2CC2)Oc2ncc(C#CC3(O)CCCC3)cc2C1=O,/,3,15,-1,3,/,/,/
CCNc1ccccc(-c2ccc3ccccc3n2)c1=O,/,/,1,/,-27,-5,3,/
CC(=O)C1=CCC(c2ccccc2)N(S(=O)(=O)c2ccc(C)cc2)C1 (stereo unspecified),7,-2,/,-7,/,/,-11,-5
COCC(=O)Nc1ccc2c(c1)OC[C@H](C)N(Cc1ccccn1)C[C@H](C)[C@@H](OC)CN(C)C2=O,1,-4,21,7,4,0,-4,-1
O=C(CSc1ncccn1)N/N=C/c1cccc(OC2CSC2)c1,1,2,19,/,-6,4,0,-3
